ASAP1 GAP inh = inhibitors of human ASAP1 ArfGAP activity, primary screen, biochemical, fluorescence polarization. ASAP1-stimulated ARF1 GTP hydrolysis, GDP FP detection. hit rate 0.19% among 360,000. inhibition, % at 16.5 µM. AID 624377, 2012; in the data active = inhibition above about 25%;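 also: 0% = vehicle with enzyme and substrate and 100% = no enzyme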
NPR1 activator = GC-A stimulated cGMP production enhancers – HEK293 GC-A cells, cGMP TR-FRET, EC30 ANP, primary screen. 0% at EC30 ANP, 100% saturating ANP. activation, % at 10 µM. hit rate 0.14% among 370,000; in the data active = activation above about 40%
PG9 Ab binder = binders of HIV-1 gp120 antibody PG9, primary screen, biochemical, TR-FRET; HIV-1 gp120 / PG9 antibody interaction; TR-FRET gp120-PG9 antibody binding; inhibition, % at 6.7 µM; hit rate 0.43% among 360,000; AID 624416, 2012; in the data active = inhibition above about 8.5%
Rev-erbA mod = modulators of Rev-erb alpha DNA binding, primary screen, biochemical, FITC-DNA, fluorescence polarization, uHTS; Nuclear receptor subfamily 1 group D member 1 (Homo sapiens), P20393; Rev-erbα–FITC-DNA binding, 90 min; activity, % at 10 µM; hit rate 0.79% among 370,000; AID 1259318, 2017;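 active = activity above about 14%, limit read from the data; passing the limit was not always enough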;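 also: 0% = DMSO wells with 35 nM protein and 100% = DMSO wells with 750 nM protein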
Target sequence (P20393 whole entry, looked up): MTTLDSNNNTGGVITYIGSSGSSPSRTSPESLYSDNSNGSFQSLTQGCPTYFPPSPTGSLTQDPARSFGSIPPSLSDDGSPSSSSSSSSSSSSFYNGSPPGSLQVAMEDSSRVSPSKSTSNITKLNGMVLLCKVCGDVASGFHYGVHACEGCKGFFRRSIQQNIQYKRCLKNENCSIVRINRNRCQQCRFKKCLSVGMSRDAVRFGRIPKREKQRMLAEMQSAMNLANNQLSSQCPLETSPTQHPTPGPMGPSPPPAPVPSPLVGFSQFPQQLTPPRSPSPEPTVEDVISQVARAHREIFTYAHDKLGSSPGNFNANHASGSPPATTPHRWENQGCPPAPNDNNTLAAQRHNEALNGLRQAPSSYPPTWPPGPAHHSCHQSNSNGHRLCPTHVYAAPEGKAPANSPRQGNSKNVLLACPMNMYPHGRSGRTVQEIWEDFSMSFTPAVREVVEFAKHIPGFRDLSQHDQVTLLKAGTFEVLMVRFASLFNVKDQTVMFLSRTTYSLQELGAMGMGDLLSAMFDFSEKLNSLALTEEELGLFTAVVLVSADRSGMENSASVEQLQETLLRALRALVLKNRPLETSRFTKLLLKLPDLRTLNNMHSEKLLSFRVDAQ
SMARCA2 activ = SMARCA2 (BRM) function activators, primary screen, cell-based, luminescence, high throughput; hit rate 1% among 370,000; activation, % at 9.1 µM; AID 652017, 2013; MG213 cells, MMTV-luciferase reporter, dexamethasone, overnight; in the data active = activation above about 7.8%;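 also: 0% = vehicle wells and 100% = reference activator wells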
ARFGAP1 inhibitor = inhibitors of rat ARFGAP1 GAP activity, primary screen, biochemical, fluorescence polarization, GDP tracer; ADP-ribosylation factor GTPase-activating protein 1 (Rattus norvegicus), Q62848; inhibition, % at 16.5 µM; hit rate 0.26% among 360,000; Arfgap1-stimulated ARF1 GTP hydrolysis, GDP FP detection;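 active = inhibition above a per-plate limit, mean inhibition of low control wells plus 3 SD, cut at about 25% in these data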;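 also: 0% = DMSO wells with enzyme and 100% = wells lacking Arfgap1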
Target sequence (Q62848 1-136 limits assumed): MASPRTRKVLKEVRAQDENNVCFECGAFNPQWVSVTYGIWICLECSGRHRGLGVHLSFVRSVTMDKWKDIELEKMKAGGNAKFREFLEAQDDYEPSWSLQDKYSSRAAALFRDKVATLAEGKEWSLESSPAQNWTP
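Repeats: one replicate per compound; assay system: rat Arfgap1 catalytic domain, aa 1-136; times: enzyme reaction 120 min at 25 °C after 20 min preincubation; detection: FP of antibody-bound GDP Alexa 633 tracer, ex 620/em 688 nm; benchmarks: high control wells lacking Arfgap1, low control full reaction with DMSO; reagent: human ARF1(Δ1-17)-GTP substrate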
ABHD4 inh = ABHD4 inhibitors, primary screen, biochemical, fluorescence polarization, mouse. purified mABHD4, FP-Rh probe fluorescence polarization. inhibition, % at 8.92 µM. hit rate 0.54% among 370,000;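 active = inhibition exceeding the mean over every tested compound plus 3 SD, cut at about 30% in these data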;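 also: 0% = plate median of compound wells and 100% = S159A mutant with DMSO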
Target sequence (Q8VD66 whole entry, looked up): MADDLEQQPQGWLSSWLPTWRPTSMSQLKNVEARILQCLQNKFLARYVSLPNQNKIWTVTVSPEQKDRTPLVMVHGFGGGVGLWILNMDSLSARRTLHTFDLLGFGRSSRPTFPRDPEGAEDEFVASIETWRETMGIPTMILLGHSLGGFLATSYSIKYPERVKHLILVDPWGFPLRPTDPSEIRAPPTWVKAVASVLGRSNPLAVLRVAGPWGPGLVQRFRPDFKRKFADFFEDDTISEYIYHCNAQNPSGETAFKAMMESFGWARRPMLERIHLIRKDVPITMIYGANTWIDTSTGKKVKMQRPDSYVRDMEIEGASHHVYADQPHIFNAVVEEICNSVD
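Assay system: mABHD4 protein; medium: HEPES pH 7.0, NaCl, Pluronic buffer; dosing: 8.92 µM, single dose; schedule: 45 min + 60 min at 25 °C; signal: FP readout, ex 525 nm / em 598 nm; read-out: normalized percent inhibition of probe labeling; repeats: single replicate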
rCAG RNA binder = binders of r(CAG) RNA repeats, primary screen, biochemical, fluorescence | hit rate 1.3% among 370,000 | AID 651821, 2012 | r(CAG) RNA repeat, TO-PRO-1 dye displacement fluorescence | inhibition, % at 3 µM;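 active = inhibition above the plate cutoff, the mean of all test compounds on that plate plus 3 SD, cut at about 35% in these data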;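 also: 0% = DMSO alone and 100% = 100 µM mitoxantrone as full dye displacement; higher means more dye released from RNA so lower well fluorescence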
HTRA1 inhibitor = HTRA1 serine protease inhibitors, primary screen, biochemical, fluorescence polarization, HTS. recombinant HTRA1, FP-rhodamine activity-based probe. inhibition, % at 5.96 µM. hit rate 0.5% among 340,000. AID 504803, 2011. Q92743; in the data active = inhibition above about 36%;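 also: 0% = enzyme with DMSO and 100% = wells lacking enzyme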
GC-B act = human GC-B receptor activators, primary screen, HEK293 GC-B cells, cGMP TR-FRET, EC30 CNP; activation, % at 10 µM; hit rate 0.11% among 370,000; 0% at EC30 CNP, 100% saturating CNP;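 active = activation at 10 µM reaching about 35% in either raw or pattern-adjusted values, limit read from the data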
Numbers without * were called inactive; / = no result given; & = joins results of further samples. Rows were taken by chance. Share with any hit: about 4.4%.

SMILES	ASAP1 GAP inh	NPR1 activator	PG9 Ab binder	Rev-erbA mod	SMARCA2 activ	ARFGAP1 inhibitor	ABHD4 inh	rCAG RNA binder	HTRA1 inhibitor	GC-B act
CC(=O)c1cnn(-c2cc(Oc3ccccc3C)ncn2)c1C	-7.0	3.2	0.4	1.7	0.3	-18.3	5.0	0.4	4.1	-4.4
CC(=O)c1ccn(S(=O)(=O)c2ccccc2)c1	-6.1	3.5	-0.1	2.5	-3.1	2.3	7.1	-0.1	4.8	-2.7
CCN(CC)CCNC(=O)c1ccc(NC(=O)COc2ccccc2F)cc1	-10.7	7.4	0.9	-0.7	0.8	-2.2	-5.8	-3.2	-1.6	-1.5
Cc1ccc(OCC(=O)c2cc(C)c(C)cc2C)c([N+](=O)[O-])n1	-5.0	-1.0	-1.3	-1.5	0.0	-1.3	0.1	13.9	0.7	-3.4
O=C(c1cc(-c2ccccc2)on1)N1CCN(c2ccccc2)CC1	7.1	0.1	-0.9	-5.3	-0.2	7.7	-8.4	-7.4	-0.9	-1.3
COc1cc(N)ccc1C(=O)O	-2.1	0.9	-1.6	-3.9	-1.6	-13.2	4.7	3.5	3.5	4.0
O=S(=O)(c1ccc(NC(=S)N/N=C/c2ccc(N3CCOCC3)cc2)cc1)N1CCOCC1	8.1	-0.6	-2.6	-2.6	-1.2	7.1	5.2	6.1	4.2	-2.0
CCCn1c(N)c(Br)c(=O)[nH]c1=O	0.1	4.1	0.0	-7.4	-1.2	4.6	-3.7	1.2	-3.0	1.9
Cc1ccc(Cl)c(OCC(=O)N2CCc3ccccc3C2)c1	2.2	-2.2	0.6	3.3	4.6	11.3	-5.1	-6.5	-10.9	1.5
O=C1C=C(Nc2ccccc2)c2ccccc2C1=O	4.3	-4.7	-18.5	2.6	-5.7	11.0	12.3	4.3	2.0	-6.7
O=C(CN1CCCCC1)n1c2ccccc2c2ccccc21	-7.7	4.1	1.1	1.1	-4.1	-12.5	-6.3	-1.4	2.8	-0.9
CCCCOc1ccccc1/C=N/NC(=O)CC#N	6.3	-5.0	-2.5	-0.4	-0.2	-5.5	2.8	4.0	-7.6	-0.1
COCCN(C(=O)c1cc(-c2ccco2)nc2ccccc12)c1c(N)n(Cc2ccccc2)c(=O)[nH]c1=O	-2.5	-0.1	0.4	-24.1	2.4	-6.3	23.4	13.4	9.9	5.2
CCOC(=O)c1ccc2c(c1)[nH]c(=S)n2CC	-0.8	38.0	0.8	-4.3	3.0	10.0	10.9	-2.2	0.6	33.7
Cc1ccc(S(=O)(=O)N2CCN(CCc3ccccc3)CC2)c(C)c1	-9.5	-2.1	-0.7	-1.4	-3.1	14.2	17.8	-7.9	-5.6	3.8
CCOC(=O)N1CCN(C(=O)CSCC(=O)Nc2nc(-c3ccc(C)cc3)cs2)CC1	-3.4	15.8	-0.7	0.1	-0.9	5.5	-4.0	0.3	-0.3	-2.1
CCOc1ccc(N2C(=O)c3cccnc3C2Nc2ccc(Cl)cc2)cc1 (configuration not stated)	10.4	1.3	1.3	10.7	-0.1	-3.6	-0.7	5.0	-6.2	-0.3
O=C(Cc1ccccc1)NN1CCCCC1	8.0	2.5	-1.3	-2.3	0.3	1.8	8.4	-3.8	3.4	1.1
COc1ccc(NC(=O)CSc2nnc(Cn3cnc4ccccc43)o2)cc1	-1.7	-3.1	1.1	-5.1	-1.6	0.8	-2.4	-1.3	8.2	0.2
Cc1ccc(COC(=O)Cc2coc3cc(O)ccc23)cc1	8.8	-5.2	-0.1	-1.9	-2.1	-2.0	-8.0	1.9	-11.4	-1.2
Cc1ccccc1NC(=O)C(=O)NNC(=O)COc1ccc2ccccc2c1	2.1	1.2	-4.2	6.8	-0.1	-4.8	1.9	22.1	10.5	0.2
COc1ccc(CNC(=O)CCCn2nc(C)c([N+](=O)[O-])c2C)cc1OC	7.3	-1.9	1.3	1.9	-4.5	3.7	7.0	1.3	-2.8	3.1
O=C1NC[C@@H](CCCCN2CCN(Cc3ccccc3)C(=O)C2=O)N(CCC2CCCCC2)C1=O	4.3	-0.9	-0.3	-2.0	-5.0	10.9	-4.3	-2.7	/	1.2
CCOC(=O)[C@H](CCc1ccccc1)N[C@@H](C)C(=O)N1[C@H](C(=O)O)C[C@@H]2CCC[C@@H]21	-9.4	0.1	-1.5	-4.1&-3.8	-3.5	9.9	-11.3	2.5	9.6	-1.7
CC(=O)Nc1ccc(CN2CCCN(C)CC2)cc1	11.0	-0.7	0.2	6.2	-0.9	-5.1	9.2	-1.2	-4.0	3.2

Continued, starting with the last three of the part before.
SMILES	ASAP1 GAP inh	NPR1 activator	PG9 Ab binder	Rev-erbA mod	SMARCA2 activ	ARFGAP1 inhibitor	ABHD4 inh	rCAG RNA binder	HTRA1 inhibitor	GC-B act
O=C1NC[C@@H](CCCCN2CCN(Cc3ccccc3)C(=O)C2=O)N(CCC2CCCCC2)C1=O	4.3	-0.9	-0.3	-2.0	-5.0	10.9	-4.3	-2.7	/	1.2
CCOC(=O)[C@H](CCc1ccccc1)N[C@@H](C)C(=O)N1[C@H](C(=O)O)C[C@@H]2CCC[C@@H]21	-9.4	0.1	-1.5	-4.1&-3.8	-3.5	9.9	-11.3	2.5	9.6	-1.7
CC(=O)Nc1ccc(CN2CCCN(C)CC2)cc1	11.0	-0.7	0.2	6.2	-0.9	-5.1	9.2	-1.2	-4.0	3.2
CC(C)(C)NC(=O)NC(=O)COC(=O)c1ccc2c(c1)S(=O)(=O)N=C1CCCCCN12	-16.3	1.8	-1.8	-0.1	-2.9	-1.7	-9.6	-1.3	34.7	6.0
Cc1ccc(C)c(OCCC(=O)N2CCN(S(=O)(=O)c3ccc([N+](=O)[O-])cc3)CC2)c1	1.2	-3.4	-0.8	-12.6	-2.7	1.2	1.9	0.0	0.5	3.7
C=C(C)Cn1c(N2CCCC2)nc2c1c(=O)n(C)c(=O)n2C	-15.6	-0.4	-0.4	0.5	-0.9	-6.2	-5.0	-5.1	8.7	2.1
CC(=O)c1ccc(NC(=O)C(=O)c2cn(CC(=O)N3CCCCC3)c3ccccc23)cc1	-3.2	-11.3	-0.1	-12.2	1.0	-0.1	0.5	2.1	4.8	-12.0
COC(=O)C(C)n1cnc2c(nnn2-c2cccc(OC)c2)c1=O (configuration not stated)	2.4	3.0	-0.9	-5.5	-0.8	1.0	3.2	-0.3	-2.9	2.7
NC(=O)Cc1ccc(Nc2nnc(-c3ccc(O)cc3)c3ccccc23)cc1	8.2	0.0	-4.1	-4.3	0.8	-8.9	-5.6	2.5	-5.1	2.0
COC(=O)[C@]12CCCCC=C1N(Cc1ccco1)C(=O)[C@H](CC(=O)N1CCN(C(=O)C3CC3)CC1)C2	2.7	1.6	0.1	-4.0	0.7	-1.8	4.1	5.6	/	3.5
COc1ccc2c(c1OC)CN(C)CCc1cc3c(cc1C(=O)C2)OCO3	1.5	-2.6	-2.0	-3.6	1.1	6.0	8.8	-0.8	-4.5	-4.9
CCCCOC(=O)CCN1C(=O)/C(=C/c2ccccc2)SC1=S	/	-3.6	/	-0.8	/	/	-3.8	/	/	-10.1
Cc1ccc(NC(=O)CSc2nnc(NC(=O)C3CC3)s2)cc1	5.8	-2.4	2.1	5.0	0.8	9.6	-6.9	3.0	-8.6	-4.4
CCC(CNC(=O)c1c(C)nn(-c2ccccc2)c1Cl)c1ccccc1 (configuration not stated)	-18.1	-1.3	-2.3	-2.0	-3.2	-12.1	-3.5	-6.6	-9.4	-2.9
COc1ccc(CCN2CC(C(=O)NCc3nc4ccccc4n3C)CCC2=O)cc1 (configuration not stated)	3.6	0.9	-0.7	4.8	-1.4	-2.1	4.8	-4.2	1.0	3.7
Brc1ccccc1CN1CCC(N2CCCCC2)CC1	-8.3	-0.1	-5.2	-1.2	-2.3	-3.6	-8.2	2.4	-3.2	1.5
CCC(C)NC(=O)c1cc2cc3ccc(OC)cc3nc2s1 (configuration not stated)	-10.3	10.2	1.1	-5.7	2.6	-1.3	-13.0	-1.2	-53.4	5.8
Cc1cc(NC(=O)CSc2cn(C)c3ccccc23)no1	0.7	8.0	-1.3	1.4	-3.6	9.3	8.8	4.9	-12.6	0.2
Cc1cc(NC(=O)c2ccc(-c3ccc(F)c(Cl)c3)o2)no1	0.2	-0.9	-2.4	-2.3	1.8	-4.2	-2.5	2.7	-11.6	-5.9
Cc1cc(C)nc(N(C#N)Cc2ccccc2C)n1	2.5	0.9	-0.3	2.6	-1.5	9.1	4.0	-6.8	-1.4	-0.1
CCN(CC)S(=O)(=O)c1ccc(C(=O)Nc2cc(S(=O)(=O)N3CCOCC3)ccc2N2CCN(C)CC2)cc1	-2.7	-2.7	-0.4	5.1	6.2	-0.1	3.1	2.3	4.3	-8.6
CCOC(=O)CN1C(=O)CSc2ccc(S(=O)(=O)N3CCOCC3)cc21	-3.7	1.5	-1.2	-1.0	-1.0	-8.7	-1.1	-0.6	1.8	3.8
CC(C)(C)N(NC(=O)OCc1ccccc1)C(=O)c1ccccc1	2.7	-2.6	0.1	1.3	-2.2	-19.2	-2.2	-3.6	-2.9	1.4
O=C(CSc1n[nH]c(-c2ccccc2Cl)n1)NCc1cccc(C(=O)O)c1	-0.4	3.5	-2.5	-1.4	-5.6	-13.0	-7.5	-0.5	4.4	1.8
CCOc1ccc(N2C(=O)CC(Cc3ccc(Br)cc3)C2=O)cc1 (configuration not stated)	1.9	3.0	-1.8	-5.3	-2.8	2.0	6.4	-2.4	8.5	10.3
Cc1cccc(C)c1OCC(=O)N1CC2(C)CC1CC(C)(C)C2 (configuration not stated)	-4.6	-6.4	-0.2	-0.7	0.8	2.2	1.4	-4.9	-5.5	0.2
O=C(CCS(=O)(=O)c1ccccc1)N1CCN(c2ccccc2F)CC1	-4.1	0.6	-1.4	-3.3	3.7	6.5	0.8	-3.8	-1.1	-0.1
Cc1ccc(C(=O)Cc2nc3ccccc3[nH]2)cc1	-7.9	0.3	-0.9	0.9	5.1	8.8	-0.7	5.4	-7.9	-4.1
CC(=O)Nc1ccc(N=C(C2=C(O)c3ccccc3C2=O)c2ccccc2)cc1	2.2	-27.6	-1.6	-1.9	0.3	0.5	-4.8	4.5	-7.8	-3.8
Cc1cccc(N2CCN(C(=O)CCC(=O)N3CC(C)Oc4ccc(C)cc43)CC2C)c1 (configuration not stated)	-3.2	-1.0	0.4	-4.1	-3.5	-12.6	6.8	0.5	0.3	-3.1
Cc1ccc(N(CCC#N)C(=O)COC(=O)c2cc(C)no2)cc1	-8.3	1.6	-0.3	0.2	-3.5	-16.0	1.5	-4.0	6.1	-1.0
Cc1noc(C)c1S(=O)(=O)NC(=O)C1(C)CCN1C(=O)c1ccccc1CCc1ccccc1 (configuration not stated)	-9.5	-0.7	0.6	-4.1	-4.2	0.1	4.3	30.7	/	-2.2

High-throughput results: PubChem BioAssay, several laboratories
